Bioassay records: PubChem BioAssay, National Center for Advancing Translational Sciences (NCATS)
Vif-APOBEC3F blk: inhibitors of Vif-A3F interaction; HeLa A3F-eYFP + Vif (tagged APOBEC3F with the HIV-1 protein that degrades it), YFP fluorescence increase; Potency, µM (highest dose often 46.1 µM), for the others: at the highest dose activity, negative = active; 0.2% of 390,000 active; AID 602313; also: potency is read from the fitted curve at half-maximal effect; % of control where 0% means no effect; nearly all actives have a fitted effect of over 65% in size
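Fluorescence increase (Ex 488/Em 500-530) after overnight compound treatment at 37 deg C flags inhibition of Vif-driven A3F-eYFP loss in stable HeLa A3F-eYFP/Vif cells seeded overnight beforehand.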
12-LOX inh: blocks human arachidonate 12S-lipoxygenase. P18054. purified 12hLO, xylenol orange hydroperoxide absorbance. 1.1% of 580,000 active. Potency, µM (highest dose often 108 µM), for the others: top-dose activity change, negative = inhibition, usual class: inhibitors; also: potency is read from the fitted curve at half-maximal effect; % is scaled to controls: 0 for no effect and ±100 for the full control effect
Target sequence (P18054 whole entry, looked up): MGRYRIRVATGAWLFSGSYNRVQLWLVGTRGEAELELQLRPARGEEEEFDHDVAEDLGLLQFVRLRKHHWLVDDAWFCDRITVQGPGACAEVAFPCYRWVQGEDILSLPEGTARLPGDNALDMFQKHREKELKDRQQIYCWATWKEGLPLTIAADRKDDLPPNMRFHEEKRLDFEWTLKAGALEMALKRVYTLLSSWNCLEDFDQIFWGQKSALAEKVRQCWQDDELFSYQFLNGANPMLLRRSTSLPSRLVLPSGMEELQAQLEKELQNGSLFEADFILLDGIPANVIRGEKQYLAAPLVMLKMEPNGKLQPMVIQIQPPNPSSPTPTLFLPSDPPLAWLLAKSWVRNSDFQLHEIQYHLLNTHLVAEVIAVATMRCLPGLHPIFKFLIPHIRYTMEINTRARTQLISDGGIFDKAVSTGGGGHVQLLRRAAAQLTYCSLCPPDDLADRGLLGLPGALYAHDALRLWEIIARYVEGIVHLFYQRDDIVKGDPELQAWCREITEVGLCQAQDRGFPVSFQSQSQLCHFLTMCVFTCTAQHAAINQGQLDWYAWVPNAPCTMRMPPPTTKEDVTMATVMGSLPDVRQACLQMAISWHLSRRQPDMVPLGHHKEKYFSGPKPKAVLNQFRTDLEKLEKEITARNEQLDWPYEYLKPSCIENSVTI
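Hydroperoxide product was detected by ferrous iron/xylenol orange as the 573 to 405 nm absorbance ratio. Arachidonic acid at 40 uM (final) was turned over for 30 min at room temperature by 150 nM human 12hLO, pH 7.0 Hepes buffer, after 15 min compound preincubation.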
ERG Ets-DNA blk: blocks human ERG Ets domain binding to DNA; P11308; fluorescence polarization, His-ERG Ets domain / labelled DNA; Potency, µM (doses to about 76.9 µM), without a hit: at the top dose FP activity, negative = inhibition, actives largely listed as inhibitors; 0.028% of 370,000 active; active = well fitted inhibition curve with a large enough effect in the polarisation, with a control signal flat; inconclusive = small, poorly fitted or top-dose-only effect, or effect the other way, or a change in a side signal; inactive = no such curve, though single readings can be large or run the other way; the % refers to the polarisation;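 also: polarization taken with two DNA probes labelled with fluorescein and Texas red; potency is read from the fitted curve at half-maximal effect; % of control where 0% means no effect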
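His-tagged ERG Ets domain (1 uM in the protein solution; 300mM KCl, 50mM Tris-HCl, 1mM EDTA, 1mM DTT, pH 7.5) received compound, then a probe mix of 5 nM fluorescein-DNA and 100nM Texas-615-DNA. Fluorescence polarization was read for both dyes.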
RGS4 inh: blocks human RGS4-accelerated GTP hydrolysis. 0.039% of 390,000 active. Potency, µM (top dose mostly 114 µM), without a hit: top-dose activity change, negative = inhibition, actives largely listed as inhibitors. Transcreener GDP fluorescence polarization, RGS4-accelerated GTP hydrolysis. P49798; also: potency is read from the fitted curve at half-maximal effect; % is scaled to controls: 0 for no effect and ±100 for the full control effect; nearly all actives have a fitted effect of over 75% in size; some results filed as inactive show a strong effect at the top dose
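MLSMR compounds (23 nl, pin-transferred) preincubated 10 min at room temperature with a 500nM (2x) first reagent, then RGS4 at 900nM (2x) plus Transcreener GDP mix added; fluorescence polarization (620/688 nm) read before and after 90 min at 30 °C.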
LDHA inh: inhibitors of human lactate dehydrogenase A; P00338; purified LDHA, NADH/diaphorase-resazurin fluorescence; hits give low values; activity change, % (values are at about 110 or 230 µM); 0.15% of 480,000 active; AID 1347041; in the data active = activity change below about -30%; inconclusive = mostly about -25% to -30%;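 also: plate controls were DMSO wells for no effect and wells without enzyme for full effect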
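Remaining NADH was detected by diaphorase (0.133 mg/mL) converting 37 µM resazurin to fluorescent resorufin, read at 0 and 20 minutes. The preceding 5-minute room-temperature reaction used 2 nM LDHA, 0.2 mM sodium pyruvate and 0.06 mM NADH at pH 7.4.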
D2 agonist: activates the human D2 dopamine receptor. P14416. HEK293 T-REx D2 cells, calcium flux agonist mode. activation, % at 2 µM. 0.53% of 340,000 active. AID 485358;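 active = activation over 3 SD above normal in the single-dose calcium agonist read, cut at about 30% in these data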; also: 0% is about no effect
Target sequence (P14416 whole entry, looked up): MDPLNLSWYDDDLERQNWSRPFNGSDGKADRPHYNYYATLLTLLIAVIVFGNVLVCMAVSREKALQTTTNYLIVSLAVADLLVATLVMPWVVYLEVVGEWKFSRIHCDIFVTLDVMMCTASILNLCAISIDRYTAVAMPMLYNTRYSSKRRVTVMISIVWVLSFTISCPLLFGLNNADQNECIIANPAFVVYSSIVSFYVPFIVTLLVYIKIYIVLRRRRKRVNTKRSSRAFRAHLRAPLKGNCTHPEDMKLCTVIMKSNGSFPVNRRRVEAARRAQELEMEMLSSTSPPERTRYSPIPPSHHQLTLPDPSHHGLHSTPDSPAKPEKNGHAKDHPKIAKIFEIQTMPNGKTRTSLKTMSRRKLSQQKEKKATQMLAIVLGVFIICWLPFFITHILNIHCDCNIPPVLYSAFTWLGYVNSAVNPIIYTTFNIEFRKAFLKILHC
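Agonism is scored from calcium flux in a force-coupled, inducible HEK293 cell line expressing D2, read kinetically for 180 s after compound addition against dopamine controls.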
Vif-APOBEC3G blk: inhibitors of Vif-APOBEC3G interaction. Q9HC16. HeLa A3G-eYFP + Vif (tagged APOBEC3G with the HIV-1 protein that degrades it), YFP fluorescence, overnight. Potency, µM (doses to about 46.1 µM), for the others: top-dose activity, negative = active, hits mostly inhibitors. 0.076% of 410,000 active;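 also: potency is read from the fitted curve at half-maximal effect; % is scaled to controls: 0 for no effect and ±100 for the full control effect; nearly all actives have a fitted effect of over 60% in size; hits raise eYFP signal because A3G escapes Vif-driven loss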
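HeLa cells stably expressing Vif and C-terminally eYFP-tagged A3G, seeded overnight at 37 deg C, then exposed to compound by pintool overnight at 37 deg C. Rise in yellow fluorescence (Ex 488/Em 500-530, Acumen) marks blocked Vif-driven A3G degradation.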
GRP78 ERSR act: inducers of ER stress response in human glioma cells. U87-MG GRP78 promoter luciferase reporter, 16 h. Potency, µM, without a hit: at the top dose activation, actives largely listed as activators. 0.02% of 420,000 active. AID 602332; also: potency is read from the fitted curve at half-maximal effect; series mostly up to about 76 µM; % of control where 0% means no effect; nearly all actives have a fitted effect of over 35% in size
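Stably transfected U87-MG glioma cells carrying a GRP78-based luciferase sensor; 16 h compound incubation. Luminescence end-point read 10 min after Bright-Glo addition at room temperature.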
D2 antag: antagonizes the human D2 dopamine receptor. HEK293 TREx D2 cells, calcium flux, dopamine EC80. 2% of 340,000 active. inhibition, % at 10 µM; in the data active = inhibition above about 30%; also: 0% is about no effect
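Calcium mobilization kinetics were recorded at 1 s intervals in tetracycline-induced HEK293 T-REx D2 cells, first for 180 s after compound addition and then 180 s after EC80 dopamine.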
Starred values were filed as active, the others as inactive; ? = inconclusive; · = not tested or not shown; & = joins results of further samples; [ ] = another dose, or the depositor's remark. Unless noted, calls follow the shape of the dose curve; as a rule, active = well fitted curve in the direction sought with a large enough effect; inconclusive = small, poorly fitted or top-dose-only effect, or another doubt; inactive = no such curve, though single readings can be large; an effect the other way counts as inactive or inconclusive. These rows are one share of the data; count on the stated rates, not on these rows.

SMILES | Vif-APOBEC3F blk | 12-LOX inh | ERG Ets-DNA blk | RGS4 inh | LDHA inh | D2 agonist | Vif-APOBEC3G blk | GRP78 ERSR act | D2 antag
CCOC(=O)c1ccc(-c2ccc(CO)o2)cc1 | -4% | 0% | 9% | -49% | -1 | -0.4 | 1% | -4% | 16
CN(C)C(=S)SCC(=O)Nc1cccc(C(F)(F)F)c1 | 9% | -12% | -9% | -8% | -9 | -0.6 | 2% | -1% | 2
CCc1ccccc1NC(=S)NC1CC2CCC(C1)N2Cc1ccco1 (configuration not stated) | -1% | 20% | · | 29% | -7 | -0.5 | 2% | -2% | 7
COC(=O)COc1ccc2c(=O)c(Oc3ccccc3)c(C)oc2c1 | 2% | -5% | -5% | 16% | -13 | 0.3 | -4% | 1% | -10
COc1ccc(S(=O)(=O)Nc2cccc3c2O[C@H](CN(C)S(=O)(=O)c2ccccc2)[C@@H](C)CN([C@H](C)CO)C3=O)cc1 | 0% | ? | 6% | 5% | -8 | · | -5% | -3% | ·
CC(C)(C)C(CO)NC(=O)c1ccc[nH]1 (configuration not stated) | 1% | 7% | 0% | -4% | -4 | 0.1 | -1% | -2% | -2
CCCCNC(=O)O[C@@H]1C[C@@H]2CCN3C(=O)CCC[C@H]([C@H]1CC)[C@H]23 | -9% | 5% | 7% | ? | 3 | 0.2 | 2%&2% | -5%&2% | -21
CC(C)NC(=O)N(C)C[C@@H]1OCc2cnnn2CCCC(=O)N([C@H](C)CO)C[C@@H]1C | -1% | -7% | · | · | -7 | · | 1% | -3% | ·
COc1ccc(CNc2cccc(F)c2)cc1Br | ? | -11% | · | 3% | 7 | 1.7 | 0% | 4% | -6
CCOCc1c(C(=O)N2CCN(CCOc3ccc(Cl)cc3)CC2)oc2ccccc12 | 3% | -22% | -9% | -10% | -7 | 13 | 0% | -4% | 7
Cc1cccc(-n2c(C)nc3c(cnn3-c3ccc(F)cc3)c2=O)c1 | · | 0% | 4% | -51% | -1 | 0.0 | 3% | 0% | 8
COc1ccccc1NC(=O)c1nnn(CC(=O)Nc2ccccc2)c1N | -3% | -14% | 1% | 15%[11.4 µM] | -3 | 0.4 | 0% | -6% | 14
Cc1c(NS(=O)(=O)c2cccc3nsnc23)c(=O)n(-c2ccccc2)n1C | 12% | -13% | -11% | ? | 4 | 0.6 | -1% | -4% | -9
Cc1ccccc1-n1nnnc1SCC(N)=O | -1% | 106%[activator] | 0% | 8% | -4 | -0.6 | 0% | -3% | -29
COc1ccc(NC(=O)CSc2nc(C3CC3)nc3ccccc23)c(OC)c1 | 3% | 14% | -2% | -37% | -4 | 0.0 | -11% | -5% | -17
COCC(=O)Nc1ccc(C)c(Cl)c1 | 0% | 0% | -8% | 19% | 0 | -0.7 | 1% | -4% | 7
COc1ccc(C(=O)c2cn(CC(=O)Nc3cc(OC)cc(OC)c3)c3ccc(OC)cc3c2=O)cc1 | -7% | -16% | -3% | ? | -5 | -0.2 | 2% | -4% | ·
CCCc1cc(=O)[nH]c(SCC(=O)Nc2cccc3ccccc23)n1 | -8% | -17% | -14% | 2% | 3 | · | -1% | -2% | ·
Cc1cccc(C(=O)Nc2ccc(OCc3cc(=O)n4c5c(sc4n3)CCCC5)cc2)c1 | 2% | 4% | 4% | 6% | -5 | 0.2 | 3% | -4% | ·
O=C(O)CCNC(=O)c1cncc(Br)c1 | 0% | 6%[57.4 µM] | · | -3% | -8 | 0.7 | 1% | -3% | -7
CC(C)[C@@H](CO)NC(=O)c1ccc2c3n(nc2c1)-c1ccccc1CO3 | 3% | 3% | -5% | 33% | -4 | -0.5 | 1% | -8% | 6
Cc1ccc(C(=O)NCCC(=O)NCc2cc(=O)n(C)c(=O)n2C)cc1 | 1% | 12% | -10% | 23% | -10 | 1.0 | -1% | -6% | -7
Cc1ccc(S(=O)(=O)NC(=O)c2cc(C)n(-c3ccccc3)c2C)cc1 | -2% | 1% | 5% | 5% | -7 | 2.6 | -2% | -1% | -9
CC1CCN(S(=O)(=O)c2cccc(C(=O)Nc3nncs3)c2)CC1 | -28% | ? | -4% | 24% | -15 | 0.0 | 1% | -4% | 5
CCc1noc(C)c1C(=O)N1CCN(S(=O)(=O)c2ccc(Br)cc2)CC1 | 4% | 14% | -15% | -20% | -1 | -0.2 | -2% | -3% | 8

By substructure: those above with an aryl thioether with sulfur outside any ring
SMILES | Vif-APOBEC3F blk | 12-LOX inh | ERG Ets-DNA blk | RGS4 inh | LDHA inh | D2 agonist | Vif-APOBEC3G blk | GRP78 ERSR act | D2 antag
Cc1ccccc1-n1nnnc1SCC(N)=O | -1% | 106%[activator] | 0% | 8% | -4 | -0.6 | 0% | -3% | -29
COc1ccc(NC(=O)CSc2nc(C3CC3)nc3ccccc23)c(OC)c1 | 3% | 14% | -2% | -37% | -4 | 0.0 | -11% | -5% | -17
CCCc1cc(=O)[nH]c(SCC(=O)Nc2cccc3ccccc23)n1 | -8% | -17% | -14% | 2% | 3 | · | -1% | -2% | ·

Next part.
SMILES | Vif-APOBEC3F blk | 12-LOX inh | ERG Ets-DNA blk | RGS4 inh | LDHA inh | D2 agonist | Vif-APOBEC3G blk | GRP78 ERSR act | D2 antag
COC(=O)c1ccccc1NC(=O)Cc1nc(-c2ccc(OC)cc2)no1 | 1% | -20% | -2% | 18% | -7 | -0.8 | -5% | -2% | ·
Oc1cc2c(cc1CN1CCN(c3ncccn3)CC1)OCO2 | 1% | ? | -10% | 1% | 5 | 86* | 0% | 0% | 83*
COCCNC(=O)/C(C#N)=C/c1ccc(O)c([N+](=O)[O-])c1 | -8% | -8% | 4% | 13% | 1 | 0.0 | -3% | -4% | -19
O=C(NC1(C(F)(F)F)C(=O)Nc2c1c(=O)[nH]c(=O)n2-c1ccccc1)c1ccncc1 (configuration not stated) | -1% | -19% | -8% | -2% | -4 | · | 1% | -5% | ·
Cc1cccc(CN2CCc3c(OCC(=O)N4CCCc5ccccc54)cccc3C2=O)c1 | -2% | 0% | -6% | 13% | 0 | 0.9 | -5% | -1% | -3
CCOC(=O)c1cc(-c2ccccc2)n(CCC(=O)N2CCN(c3ccccn3)CC2)c1C | 7% | 13% | -2% | -18% | -2 | -0.2 | -6% | -5% | -11
COc1ccc(CCNC(=O)C(C)SCc2ccccc2)cc1 (configuration not stated) | 3% | 4% | 1% | 3% | -5 | -0.6 | 4% | -3% | 0
CCOc1ccc(C2C(=O)N(C3CCCCC3)CC(=O)N2C2CCCC2)cc1OC (configuration not stated) | 6% | -14% | 14% | 9% | -5 | -0.1 | 2% | 2% | ·
COCC(C)NC(=O)c1nn(Cc2ccccc2)c(=O)c2ccccc12 (configuration not stated) | -15% | -7% | 2% | -10% | -4 | 1.0 | 2% | -2% | 6
COC(=O)c1ccc(-c2ccc(F)cc2)nc1C | 0% | 0% | -1% | -4% | -1 | 1.8 | -1% | -1% | 4
COc1cc(Nc2ccc(C)cc2)c([N+](=O)[O-])nc1[N+](=O)[O-] | -1% | 19% | -7% | -6% | 8 | 0.1 | ? | 8% | -5
CC1CCCCC12NC(=O)N(CC(=O)Nc1ccc(OC(F)F)cc1)C2=O (configuration not stated) | -25% | -4% | · | -37% | 0 | · | -3% | -6% | ·
S=c1[nH]cc(Cc2ccccc2)s1 | -7% | 7.9µM* | -11% | -50% | -4 | 1.4 | 0% | -4% | 0
O=c1[nH]c2ccc(NCc3ccc(-c4ccccc4F)o3)cc2[nH]1 | -4% | -23% | -2% | -12% | 18 | 3.3 | 2% | -1% | ·
Cc1c(NC(=O)CSc2nc3ccc(Cl)cc3[nH]2)c(=O)n(-c2ccccc2)n1C | 2% | 0% | -2% | -19% | 0 | 0.3 | -4% | -5% | -22
CCc1ccc(Cn2c(CNS(=O)(=O)c3ccc(C)c(C)c3)nc3cccnc32)cc1 | 9% | -11% | 2% | 5% | 2 | -0.1 | -4% | -2% | ·
CCC(Oc1ccccc1OC)C(=O)Nc1ccc2c(c1)OCO2 (configuration not stated) | 6% | -5% | 8% | 15% | 8 | 0.5 | -2% | 5% | 3
C=C(C(=O)c1ccccc1)C(C(=C)C(=O)c1ccccc1)c1ccc(OC)cc1 | -29% | 166%[activator] | -18% | -4% | -1 | -1.0 | ? | -4% | 6
Cc1cc(C)nc(SCc2ccc(C(=O)N/N=C/c3ccco3)cc2)n1 | -2% | -5% | 1% | -31% | -5 | -0.7 | 1% | -5% | 11
COc1ccc(OC)c(/C=N/NC(=O)c2ccc[n+](CC(=O)c3ccccc3)c2)c1 | -5% | · | ? | 6% | 3 | 0.1 | -11% | -4% | -35
CN1CCN(C(=O)c2ccc(-c3cc4nc(NCc5cccnc5)n(C)c(=O)c4s3)cc2)CC1 | · | -26% | · | · | 0 | · | -5% | -1% | ·
COc1ccc(CNC(=O)C/C(C)=N/NC(=O)c2ccc([N+](=O)[O-])cc2Cl)cc1 | 4% | -4% | -4% | -9% | -2 | -0.2 | -3% | -3% | -24
COc1ccc(CN2CCNC(=O)C2CC(=O)O)c(OC)c1 (configuration not stated) | 3% | 9% | 13% | 8% | 2 | 0.2 | 0% | -3% | 14
CCn1c(=O)c([N+](=O)[O-])c(NCC(O)c2ccccc2)c2ccccc21 (configuration not stated) | -3% | 0% | -7% | 9% | -2 | -0.5 | -8% | -5% | -10
O=C1C2C(c3ccccc3)CC=CC2[C@H](c2ccc3ccccc3c2)N1Cc1ccccc1 (some centres not stated) | -3% | -12% | -6% | -6% | -6 | 0.1 | 3% | -3% | 14
